A3G deaminase – APOBEC3G (human) deaminase inhibition; inhibition, % at 20 µM; recombinant A3G, ssDNA deamination FAM/TAMRA fluorescence; Q9HC16; 330,000 tested, 0.28% active; AID 493012;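 active means inhibition of at least 40% at 20 µM, with no more than 30% in the related APOBEC3A deaminase screen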;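 further: plate controls were DMSO wells with A3G for no effect and wells lacking A3G enzyme for full effect; some compounds called inactive have numbers as strong as hits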
Target sequence (Q9HC16 whole entry, looked up): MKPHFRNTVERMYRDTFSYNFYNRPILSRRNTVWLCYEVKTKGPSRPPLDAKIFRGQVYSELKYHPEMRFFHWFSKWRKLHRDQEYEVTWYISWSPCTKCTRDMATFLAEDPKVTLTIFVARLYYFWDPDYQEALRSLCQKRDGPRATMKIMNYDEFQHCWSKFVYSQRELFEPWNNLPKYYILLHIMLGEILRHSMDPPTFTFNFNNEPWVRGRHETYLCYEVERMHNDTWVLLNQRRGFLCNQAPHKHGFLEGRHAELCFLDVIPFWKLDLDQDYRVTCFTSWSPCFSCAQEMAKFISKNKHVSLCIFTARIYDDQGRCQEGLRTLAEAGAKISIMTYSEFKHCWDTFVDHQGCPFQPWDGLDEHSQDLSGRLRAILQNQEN
mIAP inh – mouse IAP inhibition; 330,000 tested, 0.2% active; purified mouse IAP, CDP-Star luminescence, 30 min; AID 2806; inhibition, % at 10 µM;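 active means inhibition of at least 40% at 10 µM in the primary screen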;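 further: plate controls were DMSO with enzyme for no effect and no enzyme wells for full effect; values of inactives mirror those of a sister screen read the other way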
GRIN3A LBD mod – modulators (binders) of human NR3A ligand-binding domain. 340,000 tested, 2.5% active. NR3A LBD differential scanning fluorimetry, Tm shift; 0% = protein alone, 100% = glycine-bound protein. AID 1259313. Tm shift relative to glycine control, % at 25 µM;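 active means melting temperature shift of at least 10% of the positive control shift, at one fixed dose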
MPTP inh – permeability transition pore inhibition; isolated mouse mitochondria, Ca2+ swelling absorbance, 30 min; 360,000 tested, 1.4% active; inhibition, % at 10 µM;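 active means inhibition of 50% or more, scaled per plate between neutral and stimulator controls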;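 further: 0% = DMSO wells given calcium and 100% = 1 mM EGTA wells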
beta cell repl – MIN6 beta-cell proliferation induction; AID 2380; 330,000 tested, 0.29% active; MIN6 cells proliferation, ATPlite luminescence, 48 h; cells starved in 0.2% serum; 100% = growth in 10% serum; proliferation, % at 10 µM;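 active means compounds whose signal lies at least 3.5 SD above the mean of all wells on their plate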;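 further: 0% = DMSO-treated cells in low-serum medium and 100% = 10% serum control; some compounds called inactive have numbers as strong as hits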
hIAP activ – human IAP activation. purified human IAP, CDP-Star luminescence, 30 min; active compounds read high; 1 = vehicle-only enzyme, 0 = enzyme-free background. activation factor at 10 µM. 330,000 tested, 0.16% active. AID 2524;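 active means activation factor of the enzyme at least 2-fold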; further: the source names both 10 and 20 µM as test concentration; values of inactives mirror those of a sister screen read the other way
Target sequence (P09923 whole entry, looked up): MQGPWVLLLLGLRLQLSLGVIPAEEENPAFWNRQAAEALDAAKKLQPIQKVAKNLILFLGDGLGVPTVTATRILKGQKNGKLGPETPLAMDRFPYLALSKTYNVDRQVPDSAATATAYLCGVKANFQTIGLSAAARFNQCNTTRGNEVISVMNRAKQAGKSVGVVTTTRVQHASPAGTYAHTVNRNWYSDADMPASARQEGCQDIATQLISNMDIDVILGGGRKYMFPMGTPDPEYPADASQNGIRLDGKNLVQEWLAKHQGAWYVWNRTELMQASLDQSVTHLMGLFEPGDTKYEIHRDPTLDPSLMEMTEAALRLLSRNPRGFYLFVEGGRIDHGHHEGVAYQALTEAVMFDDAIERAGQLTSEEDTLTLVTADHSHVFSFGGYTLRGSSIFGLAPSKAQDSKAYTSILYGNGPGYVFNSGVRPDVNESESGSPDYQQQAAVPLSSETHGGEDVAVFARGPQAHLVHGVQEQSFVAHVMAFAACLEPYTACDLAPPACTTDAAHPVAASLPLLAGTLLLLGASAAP
mIAP activ – increases mouse intestinal alkaline phosphatase activity; muIAP, CDP-Star luminescence, 30 min; active compounds read high; 1 = vehicle-only enzyme signal, 0 = enzyme-free wells; activation factor at 10 µM; 330,000 tested, 0.24% active;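 active means activation factor of at least 2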; further: the source names both 10 and 20 µM as test concentration; values of inactives mirror those of a sister screen read the other way
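Assay system: mouse IAP enzyme; Reagent: CDP-Star chemiluminescent phosphatase substrate; Compound: DMSO-dissolved test compounds; Incubation: 30 min, room temperature; Technique: luminescence from enzymatic CDP-Star hydrolysis; Controls: DMSO-only wells and no-enzyme negative control.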
APOBEC3A inh – blocks human APOBEC3A ssDNA deamination | 330,000 tested, 0.41% active | P31941 | inhibition, % at 20 µM | recombinant A3A, FAM/TAMRA ssDNA deamination fluorescence;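 active means at least 40% inhibition at 20 µM here, with at most 30% in a related deaminase screen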;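 further: plate controls were A3A with DMSO for no effect and wells lacking A3A enzyme for full effect; some results filed as inactive read as strong as hits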
hIAP block – human IAP inhibition | P09923 | purified IAP, CDP-Star luminescence, 30 min | inhibition, % at 10 µM | 330,000 tested, 0.12% active | AID 2544;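 active means inhibition reaching a set limit with compound at 10 µM in the primary screen, cut at about 35% in these data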;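 further: plate controls were DMSO wells with enzyme for no effect and no-enzyme buffer wells for full effect; values of inactives mirror those of a sister screen read the other way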
Starred values were filed as active, the others as inactive; · = no result given.

SMILES	A3G deaminase	mIAP inh	GRIN3A LBD mod	MPTP inh	beta cell repl	hIAP activ	mIAP activ	APOBEC3A inh	hIAP block
O=C(NCC(=O)N1CCN(S(=O)(=O)c2ccc3c(c2)OCCO3)CC1)c1ccccc1F	-5.4	-6.0	1.9	-1.5	-1.4	0.946	1.06	-2.8	5.4
Nc1nc(NC(=O)c2cccnc2)nn1-c1ccccc1	-4.9	3.3	-1.1	-4.5	-3.5	0.943	0.967	0.3	5.7
CC(C)NC(=O)c1ccccc1NC(=O)CCS(=O)(=O)Cc1ccccc1	0.2	1.2	0.3	-0.9	-2.4	1.01	0.988	-1.3	-1.2
Cc1ccc(C2CC(=O)NC(SCC(N)=O)=C2C#N)s1 (stereo not given)	-7.4	-0.1	0.0	0.8	-1.7	0.808	1	-3.0	19.3
Cc1c(C(=O)OCC(=O)Nc2ccc(C(N)=O)cc2)cccc1[N+](=O)[O-]	-3.9	2.8	0.2	3.5	-1.2	0.875	0.972	2.1	12.5
Cc1nc(SCC(O)CO)c([N+](=O)[O-])[nH]1 (stereo not given)	1.1	-2.7	2.7	-0.5	2.5	0.868	1.03	-0.3	13.1
Cn1c(SCC(=O)c2ccccc2)nnc1-c1cccc(N)c1	4.5	-2.9	-1.9	0.1	-1.5	1.11	1.03	11.6	-10.8
Cc1ccc(SCC(=O)NCCN2C(=O)CSC2=O)c(C)c1	-1.7	-1.6	2.5	-0.1	2.0	0.997	1.02	1.0	0.3
CCOc1ccccc1NC(=O)N1CCC(NC(=O)C2CCCCC2)CC1	-10.2	1.8	0.8	-0.1	0.0	1	0.982	-2.0	-0.4
Cc1ccc(-n2c(N)c(-c3nc4ccccc4n3C)sc2=S)cc1	39.1	17.7	5.5	2.6	1.4	0.973	0.823	0.8	2.7
CCC1=NN(C(=O)c2cccnc2)C(O)(C(F)(F)F)C1 (stereo not given)	-2.7	2.2	-2.7	-0.9	1.3	1.03	0.978	0.6	-3.0
COc1ccc(C2C/C(=N\O)C(C)(C)O2)cc1 (stereo not given)	-6.8	16.3	-3.5	-1.0	-2.4	0.903	0.837	-1.7	9.7
C=CCn1c(SCC(=O)Nc2cc(C)on2)nc2sc3c(c2c1=O)CCCC3	-1.2	-1.8	0.7	-5.1	-0.3	0.892	1.02	-3.7	10.8
CC(C)CNS(=O)(=O)c1ccc(Br)cc1N1CCC[C@@H]1CO	4.5	-10.7	0.2	0.1	·	·	1.11	4.8	·
Cc1ccc(Nc2nc(N)nc(CN3CCN(Cc4ccc5c(c4)OCO5)CC3)n2)cc1Cl	-3.9	6.1	-3.6	-6.1	-5.9	0.964	0.939	-1.2	3.6
COc1ccc(CN2CCC(C(N)=O)CC2)cc1OCc1ccccc1	8.6	-1.2	-1.4	0.0	-4.4	1.16	1.01	-4.2	-16.3
COc1cc(C(=O)N2CCN(C(=O)CC(C)C)CC2)cc(OC)c1OC	-5.9	40.3*	-3.4	0.4	-1.4	1.07	0.597	-4.7	-6.6
O=C(NC1CCOc2ccccc21)c1ccccn1 (stereo not given)	3.4	-7.6	-1.5	-1.7	-1.9	1.01	1.08	2.1	-1.3
CCOc1ccc2c(O)csc2c1	-5.4	-6.4	0.5	-2.9	-3.1	1.13	1.06	-3.6	-12.8
Cc1cc2c(cc1C)-c1nnnn1C(C)(C)C2	-4.3	9.7	0.8	0.7	0.3	0.913	0.903	1.8	8.7
O=C(CSc1nnc(-c2ccc(C(F)(F)F)cn2)s1)c1ccc(Cl)cc1	-8.3	0.1	0.2	2.5	-3.3	0.793	0.999	-4.9	20.7
COC(=O)CNC(=O)CCCCC(=O)NCC(=O)OC	-2.1	2.2	-2.6	0.3	0.1	1.08	0.978	2.4	-8.1
CN(Cc1ccccc1)c1nc2c(c(=O)[nH]c(=O)n2C)n1Cc1ccccc1	-7.1	-6.9	-2.9	1.1	3.4	1.04	1.07	-1.8	-3.8
Cc1c(CC(=O)NCCC(=O)O)c(=O)oc2cc3occ(-c4ccccc4)c3cc12	-6.9	13.2	-1.0	0.1	4.6	1.06	0.868	-1.7	-6.4
CCOC(=O)C(C)Sc1nc2c(cnn2-c2ccc(F)cc2)c(=O)[nH]1 (stereo not given)	-9.7	-0.9	-0.8	1.6	-2.7	1.25	1.01	-4.6	-24.5
COc1ccc(C)cc1NC(=O)CCN1CCN(c2ccccc2F)CC1	-7.0	7.1	-1.4	0.0	5.2	0.85	0.929	0.2	15.0
N#C/C(=C\c1c(Oc2ccccc2Cl)nc2ccccn2c1=O)C(=O)NC1CCS(=O)(=O)C1 (stereo not given)	-7.5	-0.9	-0.6	-0.2	0.0	0.915	1.01	-2.1	8.5
CN1OC(COC(=O)c2ccc(Cl)cc2Cl)CC1c1ccccc1 (stereo not given)	-7.1	4.8	-2.7	1.1	-1.9	1.09	0.952	-1.4	-9.1
O=C(/C=C/c1ccccc1[N+](=O)[O-])NCc1cccnc1	1.0	8.7	-0.8	1.0	1.7	0.93	0.913	5.6	7.0
C[n+]1cccc(/C=N/NC(=O)CC23CC4CC(CC(C4)C2)C3)c1	16.4	3.6	-0.9	0.3	2.9	0.998	0.964	44.7*	0.2
CCN1C(=O)/C(=C\N(C)C)NC1=S	-4.5	2.4	-19.2	0.8	3.1	0.856	0.976	-3.6	14.4
c1coc(CNc2ncnc3[nH]ncc23)c1	-4.7	8.0	-1.4	-0.4	0.1	0.962	0.92	1.3	3.8
COc1ccc(OC)c(N2C(=O)CC(Cc3ccc(C)cc3)C2=O)c1 (stereo not given)	-4.0	1.8	0.7	0.1	-1.8	0.904	0.982	-1.9	9.6
COc1ccccc1NC(=O)CSc1nnc(NC(=O)C2CC2)s1	-5.8	-2.0	0.8	-1.9	-1.1	0.929	1.02	-2.3	7.1
O=C1[C@@H](Oc2ccccc2)[C@@H](c2cnc3ccccc3c2)N1c1ccccc1	8.8	13.3	-0.7	-1.3	·	·	0.867	4.9	·
COCCc1nc2ccc(C(=O)N(C)Cc3cccc(-n4nc(C)cc4C)c3)cc2o1	-3.6	-4.7	1.0	0.8	-3.7	1.35	1.05	-1.4	-34.7
CN(CCO)S(=O)(=O)c1ccc2c(c1)C(=NO)c1cc(S(=O)(=O)N(C)CCO)ccc1-2	-11.5	-5.3	-1.0	-1.1	1.6	1.27	1.05	-4.8	-26.7
CC1(C)CC(=O)c2cc(OCC(=O)NCCCN3CCN(c4ccccc4F)CC3)ccc2O1	-6.5	2.8	-1.6	-0.8	-3.0	0.885	0.972	5.8	11.5
Cc1ccc(-c2cc(N)n[nH]2)cc1	2.6	-2.0	1.3	0.1	-1.0	0.992	1.02	4.2	0.8
Cc1cc(OCCSc2nnc(-c3cccs3)n2C)ccc1Cl	-1.1	-11.2	-2.1	0.6	-3.2	1.1	1.11	-1.1	-9.8
C=CCOC(=O)Nc1c(C(=O)OC)[nH]c2ccc(Cl)cc12	-5.8	5.1	4.7	1.7	-1.2	0.872	0.949	-4.0	12.8
Cc1[nH]nc(-c2ccc(O)c(C)c2O)c1Oc1ccccc1	1.8	-0.8	-8.1	31.2	-1.5	0.886	1.01	1.7	11.4
COc1ccccc1OCCNC(=O)CCS(=O)(=O)c1ccccc1	-2.4	-12.7	0.4	-0.3	-3.9	1.22	1.13	16.2	-21.5
O=C(NCC1COc2ccccc2O1)c1cc(S(=O)(=O)N2CCOCC2)c(Cl)cc1Cl (stereo not given)	4.3	-5.4	-0.9	-0.7	-0.2	1.18	1.05	41.9*	-18.0
O=C(C(=O)N1CCN(C(=O)c2ccco2)CC1)c1c[nH]c2ccccc12	-7.9	-0.7	-3.0	-1.7	0.0	1.21	1.01	2.0	-20.7
O=C1COc2ccc(C(=O)CSc3nnc(Cc4cccs4)n3-c3ccccc3)cc2N1	2.0	7.9	-0.3	1.7	-3.0	1.06	0.921	-0.4	-5.8
O=C(N/N=C/c1ccc(Cl)cc1)c1sccc1OCc1ccc(F)cc1	-1.2	6.4	21.8*	2.7	-2.8	0.94	0.936	1.1	6.0
FC(F)(F)c1cc(Cl)c2nc(-c3ccccc3)cn2c1	-1.6	-2.6	-0.8	3.7	-3.0	0.814	1.03	4.5	18.6
COc1ccc(C(=O)OCC(=O)N(C)C2CCS(=O)(=O)C2)cc1S(=O)(=O)N1CCCc2ccccc21 (stereo not given)	-3.6	5.6	-1.5	-0.2	-1.1	0.969	0.944	-0.8	3.1
CCC1CCCCN1C1Sc2ccc(C(=O)OC)cc2NC1=O (stereo not given)	0.1	-8.4	0.6	-2.2	-2.9	2*	1.08	6.1	-100.0
O=c1[nH]c2ccc(S(=O)(=O)N3CCCC3)cc2[nH]1	-7.9	2.9	-1.7	0.2	0.0	0.987	0.971	-1.5	1.3
CCCCNC(=O)CCn1c(=S)[nH]c2cc3c(cc2c1=O)OCO3	-7.3	15.0	3.1	2.4	3.8	1.02	0.85	-3.4	-1.6
CC(=O)N1N=C(c2ccc(C)cc2)OC1c1ccc(C(C)C)cc1 (stereo not given)	-1.5	-2.9	1.0	3.9	-5.5	0.915	1.03	2.4	8.5
C/C(=N/NC(=O)CNC(=O)c1cccs1)c1ccco1	-8.5	-2.0	-2.1	3.2	0.4	0.856	1.02	-2.8	14.4
COCCn1nnnc1C(c1ccccc1OC)N1CCN(c2ccccc2F)CC1 (stereo not given)	-2.4	-12.2	1.4	-0.6	-2.2	1.01	1.12	2.3	-1.0
O=C1NCCSC1c1ccccc1 (stereo not given)	-4.5	5.7	-0.1	1.0	1.0	1.11	0.943	-0.3	-11.4
Cc1ccc(O)c(NC(=O)c2cccc(S(=O)(=O)N3CCCCC3)c2)c1	-6.9	-8.1	-2.7	-0.4	-2.8	0.978	1.08	-5.0	2.2
Cc1cccc(C(C)C)c1NC(=O)c1ccc(OCC2CCCO2)cc1 (stereo not given)	3.4	-4.3	4.4	-0.3	2.6	1.07	1.04	1.5	-6.7
Cc1ccc(S(=O)(=O)n2nc(C)c(S(=O)(=O)N3CCOCC3)c2C)cc1	-8.9	-0.9	2.2	-1.0	5.0	0.869	1.01	-3.0	13.1

Among those listed so far, two contain a cyano group.
SMILES	A3G deaminase	mIAP inh	GRIN3A LBD mod	MPTP inh	beta cell repl	hIAP activ	mIAP activ	APOBEC3A inh	hIAP block
Cc1ccc(C2CC(=O)NC(SCC(N)=O)=C2C#N)s1 (stereo not given)	-7.4	-0.1	0.0	0.8	-1.7	0.808	1	-3.0	19.3
N#C/C(=C\c1c(Oc2ccccc2Cl)nc2ccccn2c1=O)C(=O)NC1CCS(=O)(=O)C1 (stereo not given)	-7.5	-0.9	-0.6	-0.2	0.0	0.915	1.01	-2.1	8.5

4 of these compounds, reformatted:
Each structure is followed by: A3G deaminase, mIAP inh, GRIN3A LBD mod, MPTP inh, beta cell repl, hIAP activ, mIAP activ, APOBEC3A inh, hIAP block
FC(F)(F)c1cc(Cl)c2nc(-c3ccccc3)cn2c1
    -1.6, -2.6, -0.8, 3.7, -3.0, 0.814, 1.03, 4.5, 18.6
C/C(=N/NC(=O)CNC(=O)c1cccs1)c1ccco1
    -8.5, -2.0, -2.1, 3.2, 0.4, 0.856, 1.02, -2.8, 14.4
CC(=O)N1N=C(c2ccc(C)cc2)OC1c1ccc(C(C)C)cc1 (stereo not given)
    -1.5, -2.9, 1.0, 3.9, -5.5, 0.915, 1.03, 2.4, 8.5
O=C1COc2ccc(C(=O)CSc3nnc(Cc4cccs4)n3-c3ccccc3)cc2N1
    2.0, 7.9, -0.3, 1.7, -3.0, 1.06, 0.921, -0.4, -5.8
